PGC1a acetyl inh: PGC1a acetylation modulation, inhibitor mode; U2OS PGC1a acetylation, AlphaScreen anti-acetyl-lysine; with virally co-expressed GCN5 acetyltransferase; inhibition, % at 15.6 µM; hit rate 0.17% among 350,000;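 active = every replicate shows inhibition of at least 40%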;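 also: 0% = neutral control wells and 100% = positive control wells; some results beyond the cut were filed as inactive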
miR-122 sensor: miR-122 inhibition in Huh7 cells; Huh7 miR-122 Renilla luciferase sensor, 48 h; neutral wells = 0, positive control = 100; activation (reporter increase), % at 12.5 µM; hit rate 0.3% among 340,000; AID 602342;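 active = mean replicate activation score at least 90 and every replicate individually at or above 90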;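 also: higher luciferase means less miR-122 activity so hits act as miR-122 inhibitors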
FN deposition inh: fibronectin deposition inhibition; inhibition, % at 12.6 µM; hit rate 0.086% among 350,000; AH1F fibroblasts, Alexa488-fibronectin deposition fluorescence, overnight;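 active = mean inhibition across replicates of 30% or more, regardless of how many single replicates reach that level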;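 also: positive control wells lacked labelled fibronectin entirely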
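material = AH1F fibroblast monolayer depositing Alexa488-labelled fibronectin into matrix | amount = 10000 AH1F cells/well | buffer or medium = DMEM plus 2% serum, read in PBS | incubation = 1 h cell adhesion before compound, then overnight fibronectin incubation | detection = fluorescence at 485 nm excitation, 525 nm emission | evaluation = percent inhibition as loss of matrix-bound fibronectin fluorescence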
Cneo AK release: Cryptococcus neoformans lysis via adenylate kinase release; C. neoformans lysis, adenylate kinase release luminescence, 4 h; normalised: neutral wells 0, clomiphene wells 100; lysis activity, % at 15 µM; hit rate 0.2% among 360,000;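 active = mean lysis activity across replicates of at least 80%, whatever share of replicates individually reach that level; inactive = mean lysis activity below 80%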
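Material – log-phase Cryptococcus neoformans yeast cells · Input – 5 × 10^6 yeast cells/mL · Medium – fresh YPD growth medium · Doses – single compound concentration per well · Timing – static 4 h at 37 °C with compound, 1 h detection · Detection – adenylate kinase release luminescence · Read-out – signal increase indicating cell lysis · Control set – Clomiphene as positive lysis control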
PAX8 reporter: PAX8 transcriptional activity inhibition; RMG-I TPO-luciferase reporter, SteadyGlo, 24 h; inhibition, % at 12.6 µM; hit rate 1.2% among 360,000;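 active = mean replicate inhibition at least 60% with every replicate also reaching 60%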;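 also: luciferase light reporting Pax8 driven TPO promoter activity; plate controls were median of neutral control wells for no effect and mitoxantrone controls for full effect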
* = called active by the depositor; . = not tested or not shown. A portion of the library; count on the stated rates, not on these rows.

SMILES	PGC1a acetyl inh	miR-122 sensor	FN deposition inh	Cneo AK release	PAX8 reporter
CCn1c(SCC(=O)Nc2ccc3c(c2)OCO3)nnc1-c1cnccn1	.	-21	-3	-1	.
CCc1c(C(=O)Nc2ccc(OC)c(Cl)c2)[nH]c(C)c1C(C)=O	.	32	-10	-1	.
COc1ccc(-c2csc(N3CCN(C(=O)c4ccccc4)CC3)n2)cc1	.	-23	-7	-3	.
CCOC(=O)Cn1c(Br)nc2c1c(=O)[nH]c(=O)n2C	.	8	-8	2	.
CC(=O)Nc1cc(C(=O)c2ccccc2)ccc1N1CCOCC1	.	-12	-11	1	.
O=C(NCc1ccco1)c1ccccc1Nc1ccc(F)cc1	.	4	8	-2	.
CC1CCc2c(sc3ncnc(N4CCOCC4)c23)C1 (stereo not drawn)	.	11	3	1	.
COc1ccc(N2CCN(C3CC(=O)NC3=O)CC2)cc1 (stereo not drawn)	.	-11	7	0	.
Cc1nnc(SCCn2c(N3CCN(C)CC3)nc3c2c(=O)[nH]c(=O)n3C)s1	.	-6	-6	-2	.
O=C(NCc1ccccc1)c1ccc(Cn2cc(C(F)(F)F)ccc2=O)cc1	.	-1	-18	-4	.
Cc1cccc(N2CCN(C(=O)c3ccc4nc(-c5ccco5)c(-c5ccco5)nc4c3)CC2C)c1 (stereo not drawn)	.	-8	10	1	.
Cc1ccc2c(c1)nnn2C1CCN(CC(=O)c2ccc(Cl)cc2)CC1	.	8	7	-5	.
COc1ccc2c(CC(=O)N(C)CC3COc4ccccc4O3)coc2c1 (stereo not drawn)	.	6	-6	-3	.
CCN1CCN(c2c(Cl)cccc2NC(=O)c2ccc3c(c2)OCCO3)CC1	.	-4	-4	-3	.
CC(C)COc1ccc(CNC(=S)NCc2ccccc2)cc1	.	12	-1	182*	.
COc1cccc2c(=O)c(SC(F)(F)C(F)C(F)(F)F)c(C)[nH]c12 (stereo not drawn)	.	60	17	4	.
CC(=O)Nc1ccc(S(=O)(=O)NC2(C(F)(F)F)NC(=O)N(C3CCCC3)C2=O)cc1 (stereo not drawn)	.	15	5	3	.
COCCn1c(C2CCCCC2)nc2sc3ccccc3c(=O)c2c1=O	.	-19	3	0	.
O=C(NCC(=O)N1CCC(N2CCCCC2)CC1)C1CCCCC1	.	-3	1	1	.
CCCCc1c(O)nc(N2CCN(Cc3ccccc3)CC2)[nH]c1=O	.	-5	1	-2	.

In the list so far, these have a CF3 group.
SMILES	PGC1a acetyl inh	miR-122 sensor	FN deposition inh	Cneo AK release	PAX8 reporter
O=C(NCc1ccccc1)c1ccc(Cn2cc(C(F)(F)F)ccc2=O)cc1	.	-1	-18	-4	.
COc1cccc2c(=O)c(SC(F)(F)C(F)C(F)(F)F)c(C)[nH]c12 (stereo not drawn)	.	60	17	4	.
CC(=O)Nc1ccc(S(=O)(=O)NC2(C(F)(F)F)NC(=O)N(C3CCCC3)C2=O)cc1 (stereo not drawn)	.	15	5	3	.

The listing continues.
SMILES	PGC1a acetyl inh	miR-122 sensor	FN deposition inh	Cneo AK release	PAX8 reporter
CCN(CC)CCCNC(=O)c1sc2nc(-c3ccc(F)cc3)cn2c1C	.	7	3	-4	.
Cc1ccc(N2C(=O)c3n[nH]c(C)c3C2c2ccco2)cc1 (stereo not drawn)	.	13	5	-1	.
CCCCCCCCCCn1c2c(c(=N)c3c1CCC3)CCC2	.	-66	3	0	.
COC(=O)CSc1nc(-c2ccccc2)nc2ccc(F)cc12	.	-7	10	-6	.
CC(=NCc1ccco1)c1c(O)n(C2CCCCC2)c(=O)[nH]c1=O	.	-8	16	-1	.
O=C(c1cccc(S(=O)(=O)N2CCCCC2)c1)N1CCCCC1	.	8	5	-2	.
COc1ccc(C)cc1NC(=O)c1cc2ccccc2o1	.	22	12	0	.
CCc1ccc(NC(=O)CSc2nc3ccccc3c(=O)n2CCCC(=O)N2CCCC2)cc1	.	-10	-6	-1	.
O=[N+]([O-])c1ccc(O)c(-c2nc(-c3ccccc3)c(-c3cccs3)[nH]2)c1	.	-4	-8	-5	.
CCOC(=O)c1ccc2[nH]cc(C(C)=O)c(=O)c2c1	.	9	6	-1	.
CN(C)N=Nc1ccc(S(=O)(=O)N2CCSC2C(=O)O)cc1 (stereo not drawn)	4	-24	-2	.	.
O=C(Oc1ccc2c(=O)c(Cl)coc2c1)c1cccnc1	5	3	9	.	.
CCN1CCN(c2ncc3c(n2)CC(c2cc(OC)c(OC)c(OC)c2)CC3=O)CC1 (stereo not drawn)	2	-2	13	.	.
COc1ccc(-c2cc(C(=O)NC(C)C)no2)cc1	-20	2	6	.	.
O=C(Nc1ccc(S(=O)(=O)N2CCc3ccccc3C2)cc1)c1ccccc1	3	6	13	.	.
CCOC(=O)c1ccc(C(=O)OCC)nc1	1	-1	5	.	.
COc1ccc(S(=O)(=O)NCCC(C)C)cc1C	-8	73	1	.	.
S=c1[nH]nc(-c2cc(-c3ccco3)[nH]n2)n1-c1ccccc1	10	7	8	.	.
COc1ccc(/C(C)=C2\SC(=S)N(CCC(=O)O)C2=O)cc1	-1	-20	-1	.	.
CCn1c(SCC(=O)Nc2nccs2)nnc1-c1cc2cccc(OC)c2o1	12	-5	5	.	.

Whole records, quoted from the list. Order of screens: PGC1a acetyl inh | miR-122 sensor | FN deposition inh | Cneo AK release | PAX8 reporter
CC(C)COc1ccc(CNC(=S)NCc2ccccc2)cc1 as listed: . | 12 | -1 | 182* | .
CCN1CCN(c2c(Cl)cccc2NC(=O)c2ccc3c(c2)OCCO3)CC1 as listed: . | -4 | -4 | -3 | .

Pulled by compound from above (2):
SMILES	PGC1a acetyl inh	miR-122 sensor	FN deposition inh	Cneo AK release	PAX8 reporter
CCc1ccc(NC(=O)CSc2nc3ccccc3c(=O)n2CCCC(=O)N2CCCC2)cc1	.	-10	-6	-1	.
COCCn1c(C2CCCCC2)nc2sc3ccccc3c(=O)c2c1=O	.	-19	3	0	.

Seven consecutive records already listed, quoted:
SMILES	PGC1a acetyl inh	miR-122 sensor	FN deposition inh	Cneo AK release	PAX8 reporter
COc1ccc(C)cc1NC(=O)c1cc2ccccc2o1	.	22	12	0	.
CCc1ccc(NC(=O)CSc2nc3ccccc3c(=O)n2CCCC(=O)N2CCCC2)cc1	.	-10	-6	-1	.
O=[N+]([O-])c1ccc(O)c(-c2nc(-c3ccccc3)c(-c3cccs3)[nH]2)c1	.	-4	-8	-5	.
CCOC(=O)c1ccc2[nH]cc(C(C)=O)c(=O)c2c1	.	9	6	-1	.
CN(C)N=Nc1ccc(S(=O)(=O)N2CCSC2C(=O)O)cc1 (stereo not drawn)	4	-24	-2	.	.
O=C(Oc1ccc2c(=O)c(Cl)coc2c1)c1cccnc1	5	3	9	.	.
CCN1CCN(c2ncc3c(n2)CC(c2cc(OC)c(OC)c(OC)c2)CC3=O)CC1 (stereo not drawn)	2	-2	13	.	.

(more compounds)
SMILES	PGC1a acetyl inh	miR-122 sensor	FN deposition inh	Cneo AK release	PAX8 reporter
COc1nc(NCCC2=CCCCC2)nc(OC)n1	0	-7	-7	.	.
Cc1ccc(S(=O)(=O)N2CCN(C(=O)C3COc4ccccc4O3)CC2)cc1C (stereo not drawn)	-4	6	5	.	.
c1cncc(Nc2nc(-c3cccnc3)cs2)c1	12	0	4	.	.
COc1ccc(N2CCN(S(=O)(=O)Cc3ccccc3)CC2)cc1	-15	-5	-10	.	.
Cc1ccc(C)c(Cn2nnc3c(=O)[nH]c(C4CCCN(C(=O)C5CCCCC5)C4)nc32)c1 (stereo not drawn)	26	6	-8	.	.
COc1ccc(NC(=O)c2ccccc2NC(=O)COc2ccccc2)cc1	6	-5	0	.	.
CCOc1ccc(-c2cc(CCCC(=O)Nc3cc(OC)ccc3OC)no2)cc1	3	0	6	.	.
O=C1CC(=Nc2ccccc2)NN1c1ccccc1	9	-3	-7	.	.
Cc1ccc(CNC(=O)C(NS(=O)(=O)c2cccs2)C(C)C)cc1 (stereo not drawn)	-1	2	4	.	.
COc1ccc(/C=C/C(=O)CC(O)(c2ccccc2)C(F)(F)F)cc1 (stereo not drawn)	0	-1	-3	.	.
COc1ccc(OCc2nnnn2-c2ccccc2)cc1	39	-5	-10	.	.
O=S(=O)(Cc1ccccc1)/C1=C(\N2CCOCC2)CCCCCC1	13	-7	7	.	.
CCN(CC)CCCN(Cc1cc2ccc(C)c(C)c2[nH]c1=O)C(=O)NC1CCCCC1	24	8	-4	.	.
C=CCN1C(=O)C(C(C)CC)NC1=S (stereo not drawn)	10	-5	4	.	.
Cc1cc(C(=O)NCCC2=CCCCC2)no1	4	27	-13	.	.
O=C(CSc1nc(-c2ccccc2)c(-c2ccccc2)[nH]1)NCc1ccco1	10	6	4	.	.
Cc1ccc(NC2c3ncccc3C(=O)N2C2CCCCC2)cc1 (stereo not drawn)	12	0	2	.	.
CCCCCCNc1cc2n(c(=O)n1)CCc1cc(OC)c(OC)cc1-2	-29	5	6	.	.
COc1cc(C(=O)Nc2ccc(O)cc2C(=O)O)ccc1OC(C)=O	-1	-2	7	.	.
Fc1ccc(C(CCCn2nnc(-c3cccnc3)n2)c2ccc(F)cc2)cc1	-18	2	-10	.	.
CCC(=O)Nc1cc(-c2nn(C)c(=O)c3ccccc23)ccc1N1CCOCC1	6	-5	-5	.	.
Cc1nc2nc(C)c(CCC(=O)N3CCOCC3)c(C)n2n1	7	6	-12	.	.
Cc1ccc(NCc2nnc(SCC(=O)c3ccccc3)n2Cc2ccco2)c(C)c1	11	2	4	.	.
COC(=O)C(C)N(C(=O)c1cccc2ccccc12)c1c(C)cccc1C (stereo not drawn)	-36	2	-9	.	.
CCC(C)[C@H](NC(=O)NCCCN1CCOCC1)C(=O)OC (stereo partly drawn)	2	-6	-6	.	.
CN(C)S(=O)(=O)Oc1ccsc1C(=O)Nc1ccc(Cl)cc1	-8	6	14	.	.
COc1cc2c(cc1NC(=S)Nc1cccc(C)c1)oc1ccccc12	-6	0	-10	.	.
CC(Sc1nc2c(c(=O)n(C)c(=O)n2C)n1Cc1cc2c(cc1Cl)OCO2)C(=O)O (stereo not drawn)	.	-6	0	.	-11
O=C(CSc1nnc(-c2ccccc2)n1-c1ccccc1)NCc1ccco1	.	11	-4	.	-2
COc1ccc(NC(=O)CSc2nnc(COc3ccccc3)n2Cc2ccco2)cc1OC	.	-17	2	.	10
CC(C)(C)c1cc(C(=O)Nc2ccccc2)ccn1	.	-7	5	.	-37
CCOC(=O)C1(CCSC)NC(c2ccco2)C2C(=O)N(C)C(=O)C21 (stereo not drawn)	.	4	7	.	-3
CCSc1nnc(Cc2cc(=O)[nH]c(=O)[nH]2)n1-c1cc(C)ccc1C	.	-17	-9	.	24
c1cncc(-c2nnc(SCc3nc4ccccc4[nH]3)o2)c1	.	-4	-8	.	13
CCS(=O)(=O)NCCCCc1ccccc1	.	-11	-19	.	-9
COc1ccc(C(=O)N2CCC(n3c(C)nc4cc(F)ccc43)CC2)cc1OC	.	-9	-5	.	10
COc1ccc(N(C(C)C(=O)NC2CCCCCC2)S(C)(=O)=O)cc1 (stereo not drawn)	.	0	4	.	-11
COc1cc(C)nc(NCc2ccccc2)n1	.	1	2	.	-17
CCOC(=O)Cn1c(=O)n(CC(=O)OCC)c2ccccc21	.	11	3	.	-7
CC(=O)NC1CC2CCCC(C1)N2S(=O)(=O)c1ccccc1 (stereo not drawn)	.	-25	0	.	-9
CC(=O)N1CCN(c2ccc(NCc3ccc(C)cc3)cc2)CC1	.	-8	-6	.	-2
CCOC(=O)c1c(C(C#N)C#N)cc(C)nc1C	.	-13	-3	.	13
COCCN1C(=O)c2ccccc2C(C(=O)Nc2ccc3c(c2)OCCO3)C1c1ccc(F)cc1 (stereo not drawn)	.	3	-5	.	19
CC(Sc1nc(N2CCOCC2)nc(N2CCOCC2)n1)C(=O)Nc1ccccc1 (stereo not drawn)	.	-17	-7	.	3

Screening data (PubChem BioAssay)
